Source: PubChem BioAssay
KLK7 zymogen act: proKLK7 zymogen activators, primary screen, biochemical, fluorescence intensity; hit rate 0.9% among 370,000; AID 652039, 2013; Kallikrein-7 (Homo sapiens), P49862; activation, % at 7 µM; purified proKLK7, EDANS-DABCYL substrate fluorescence; 100% is mature enzyme control, 0% vehicle;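 active = activation above the mean of all tested compounds plus 3 SD, computed per campaign excluding outliers beyond control limits, cut at about 13% in these data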
Target sequence (P49862 whole entry, looked up): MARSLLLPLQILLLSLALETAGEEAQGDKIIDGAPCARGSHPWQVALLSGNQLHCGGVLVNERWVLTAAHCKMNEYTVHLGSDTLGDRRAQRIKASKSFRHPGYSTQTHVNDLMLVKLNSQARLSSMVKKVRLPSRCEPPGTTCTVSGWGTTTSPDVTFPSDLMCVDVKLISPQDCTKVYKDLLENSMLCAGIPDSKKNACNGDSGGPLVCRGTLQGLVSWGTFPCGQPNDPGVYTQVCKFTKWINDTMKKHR
ASAP1 GAP inh: inhibitors of human ASAP1 ArfGAP activity, primary screen, biochemical, fluorescence polarization. ASAP1-stimulated ARF1 GTP hydrolysis, GDP FP detection. hit rate 0.19% among 360,000. inhibition, % at 16.5 µM. Arf-GAP with SH3 domain, ANK repeat and PH domain-containing protein 1 (Homo sapiens), …; in the data active = inhibition above about 25%;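 also: 0% = vehicle with enzyme and substrate and 100% = no enzyme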
DDE Tn7 FP inh: inhibitors of Tn7 peptide binding to fibrin DD(E), primary screen, biochemical, fluorescence polarization, human fibrin, Tn7 probe | inhibition, % at 8.3 µM | AID 720508, 2013 | Fibrinogen beta chain (Homo sapiens), P02675 | FP displacement of FITC-Tn7 peptide from fibrin DD(E); 0% = median of compound wells per plate | hit rate 0.13% among 370,000;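 active = inhibition above the mean of compounds falling within the control limits plus 3 SD of them, cut at about 14% in these data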;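 also: 0% = plate median of compound wells and 100% = 10 µM Aha-Tn7 peptide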
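Test system: human clot-derived fibrin DD(E) complex / Quantity: 2 µM final DD(E) protein / Incubation: 10 min plus 3 h, room temperature / Measured by: fluorescence polarization / Benchmarks: high control of 10 µM Aha-Tn7 peptide / Replicates: singlicate testing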
Tn6 DDE FP: inhibitors of Tn6 peptide binding to fibrin DD(E), primary screen, biochemical, fluorescence polarization, human fibrin, Tn6 probe; Fibrinogen beta chain (Homo sapiens), P02675; hit rate 0.21% among 370,000; inhibition, % at 8.3 µM; Fibrin DD(E) TRITC-Tn6 fluorescence polarization displacement; AID 720509, 2013;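 active = inhibition above a per-campaign cutoff: mean of compounds within control limits plus 3 SD, cut at about 15% in these data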;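 also: 0% = median of all compound wells on the plate and 100% = blocking peptide control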
UHRF1 binding: UHRF1 methylated DNA binding inhibitors, primary screen, counter-screen for MBD2 inhibitor project, biochemical, TR-FRET, human UHRF1, single concentration; E3 ubiquitin-protein ligase UHRF1 (Homo sapiens), Q96T88; UHRF1 binding to methylated oligo; inhibition, % at 4.4 µM; hit rate 0.75% among 370,000; AID 687016, 2013; in the data active = inhibition above about 21%;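 also: UHRF1 SRA domain binding a hemimethylated CpG hairpin DNA probe; 0% = median of test compound wells and 100% = reference inhibitor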
Target sequence (Q96T88 whole entry, looked up, the tested form may be a part): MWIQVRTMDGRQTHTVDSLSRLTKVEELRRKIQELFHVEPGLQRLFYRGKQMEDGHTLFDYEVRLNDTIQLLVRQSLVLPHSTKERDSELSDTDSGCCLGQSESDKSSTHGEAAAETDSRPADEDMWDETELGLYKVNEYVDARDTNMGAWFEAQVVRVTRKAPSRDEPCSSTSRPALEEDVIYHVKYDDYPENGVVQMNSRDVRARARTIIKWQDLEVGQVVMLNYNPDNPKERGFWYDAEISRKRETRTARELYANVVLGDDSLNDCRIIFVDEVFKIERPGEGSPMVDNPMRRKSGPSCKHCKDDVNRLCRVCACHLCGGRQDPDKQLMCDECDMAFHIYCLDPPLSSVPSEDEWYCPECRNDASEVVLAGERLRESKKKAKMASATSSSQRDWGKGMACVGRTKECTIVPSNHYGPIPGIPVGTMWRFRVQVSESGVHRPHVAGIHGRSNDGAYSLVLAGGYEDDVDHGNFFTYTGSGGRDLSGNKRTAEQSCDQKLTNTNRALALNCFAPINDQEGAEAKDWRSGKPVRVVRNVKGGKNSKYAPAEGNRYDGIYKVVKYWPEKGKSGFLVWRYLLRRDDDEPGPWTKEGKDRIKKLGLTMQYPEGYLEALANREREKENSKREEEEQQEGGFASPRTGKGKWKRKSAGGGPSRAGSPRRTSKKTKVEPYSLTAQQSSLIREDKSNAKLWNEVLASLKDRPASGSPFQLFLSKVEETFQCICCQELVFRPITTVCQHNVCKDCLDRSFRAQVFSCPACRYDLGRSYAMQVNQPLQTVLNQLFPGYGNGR
ARFGAP1 inh: inhibitors of rat ARFGAP1 GAP activity, primary screen, biochemical, fluorescence polarization, GDP tracer | ADP-ribosylation factor GTPase-activating protein 1 (Rattus norvegicus), Q62848 | Arfgap1-stimulated ARF1 GTP hydrolysis, GDP FP detection | inhibition, % at 16.5 µM | hit rate 0.26% among 360,000 | AID 651572, 2012;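 active = inhibition above a per-plate limit, mean inhibition of low control wells plus 3 SD, cut at about 25% in these data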;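 also: 0% = DMSO wells with enzyme and 100% = wells lacking Arfgap1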
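Material: rat Arfgap1 GAP domain (His6, aa 1-136), purified enzyme. Also added: human ARF1(Δ1-17)-GTP substrate. Compound dosing: 16.5 µM single point, 1.26% DMSO. Timing: enzyme reaction 120 min at 25 °C after 20 min preincubation. Signal: GDP detection by fluorescence polarization. Read-out basis: percent inhibition of GAP-stimulated GDP formation, scaled between DMSO and no-Arfgap1 medians.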
MBD2 DNA inh: inhibitors of MBD2 binding to methylated DNA, primary screen, biochemical, TR-FRET, DNA-binding domain, human | Methyl-CpG-binding domain protein 2 (Homo sapiens), Q9UBB5 | MBD2 binding to methylated oligonucleotide | inhibition, % at 4.4 µM | hit rate 0.31% among 370,000 | AID 686964, 2013; in the data active = inhibition above about 13%
ADAM17 inh: ADAM17 inhibitors, primary screen, biochemical, QFRET | recombinant ADAM17, EDANS/DABCYL FRET peptide cleavage | inhibition, % at 6.95 µM | hit rate 0.83% among 370,000 | AID 720648, 2013;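 active = inhibition above the mean of compounds lying between control limits plus 3 SD, set per campaign, cut at about 8.5% in these data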;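 also: 0% = DMSO-only wells as the low control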
PLC-beta3 inh: human PLC-beta3 inhibitors, primary screen, biochemical, fluorescence | 1-phosphatidylinositol 4,5-bisphosphate phosphodiesterase beta-3 (Homo sapiens), Q01970 | Purified PLC-beta3, fluorogenic substrate | inhibition, % at 12.2 µM | hit rate 0.18% among 370,000 | AID 720704, 2013; in the data active = inhibition above about 11%;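 also: 0% = median of compound wells on plate and 100% = full blocker control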
PLC-gamma1 inh: PLC-gamma1 enzyme inhibitors, primary screen, biochemical, fluorescence, purified enzyme. fluorogenic substrate. hit rate 0.84% among 370,000. inhibition, % at 12.2 µM. 1-phosphatidylinositol 4,5-bisphosphate phosphodiesterase gamma-1 (Homo sapiens), P19174; in the data active = inhibition above about 9.5%
Starred values were filed as active, the others as inactive; nt = no result given.

SMILES	KLK7 zymogen act	ASAP1 GAP inh	DDE Tn7 FP inh	Tn6 DDE FP	UHRF1 binding	ARFGAP1 inh	MBD2 DNA inh	ADAM17 inh	PLC-beta3 inh	PLC-gamma1 inh
CC(C)(O)C#Cc1ccc(CN2CCN(Cc3ccccc3)C(CCO)C2)cc1 (stereo unspecified)	0.7	11	-3	3	-1	-10	-1	-2	-6	3
O=C(CSc1ccccc1)Nc1ccc(N2CCOCC2)c(F)c1	0.0	-3	6	9	-1	-1	-2	-1	-8	1
Cc1ccc(CCC(=O)Nc2ccc([N+](=O)[O-])cc2)o1	0.2	-12	-4	7	13	-6	3	-2	-4	-1
Cc1cccc(-n2nnnc2SCC(=O)Nc2ccc(N3CCN(C)CC3)cc2)c1	0.5	6	-11	9	0	8	2	0	-3	3
Cc1ccc(C(C)C)c(OCC(=O)OCC(=O)c2c(N)n(C)c(=O)n(C)c2=O)c1	-0.1	-3	-10	-7	0	-6	-4	-2	2	-1
CC(C)c1cc(C(=O)Nc2cc(Cl)ccc2O)no1	0.3	2	8	-1	1	1	0	-1	-2	-2
CCSc1nnc(-c2cc(Br)ccc2N=Cc2c(C)[nH]n(-c3ccccc3)c2=O)c(=O)[nH]1	0.2	11	4	-5	-19	15	-8	-8	0	2
COC(=O)C1=C(C)N(Cc2ccccc2)C(=NCc2ccco2)N[C@H]1c1cccc(F)c1	1.5	7	-1	7	-2	-4	-8	-5	-9	-6
CCOc1ccccc1CNc1nc2nc3c(c(=O)n2[nH]1)CCC3	0.1	-2	2	2	-3	4	2	-3	-3	-2
C[C@H](NC(=O)c1ccco1)C(=O)Nc1ccc(C#N)cc1	-0.3	-4	1	4	0	-2	-1	-1	-6	1
COc1cc2c(cc1OC)C1=C(C#N)CCC(=O)N1CC2	1.1	1	6	0	-1	-7	-2	1	1	6
CC(C)Cc1nc2oc3c(N4CCN(CCO)CC4)ncnc3c2c2c1CCCC2	0.3	-16	5	8	-1	10	-6	0	-1	-3
COc1ccc(NC(=O)c2cc(C3CC3)nc3c2cnn3C(C)C)cc1OC	0.4	12	3	-8	-1	1	0	1	-10	-4
O=C(c1ccccc1)c1nccn1-c1ccc(Cl)nn1	-0.7	9	4	-2	-2	2	4	0	-6	2
Cn1nccc1/C=C(/C#N)S(=O)(=O)c1ccccc1	-1.2	4	0	1	-2	9	3	-8	-35	-29
CCOc1ccccc1NC(=O)CSc1nc2[nH]ncc2c(=O)[nH]1	-0.2	-10	-2	-1	2	9	2	0	-2	-4
CCOc1cc(Br)c(CC(=O)NC2CCCCCC2)cc1OCC	-0.3	1	1	0	2	6	-3	-3	-4	1
COc1ccc(S(=O)(=O)NC(=O)C2(C)CCN2C(=O)C2(c3ccccc3)CCCC2)cc1 (stereo unspecified)	0.7	5	-2	-2	-2	-9	3	-2	3	4
Cc1ccc(S(=O)(=O)N2CCC(=O)N(CCOCc3ccccc3)CC2)cc1	-0.1	-1	-3	2	-1	-8	0	-2	0	2
CN(C)/C=C(\C=O)c1cccc(Cl)c1	0.6	3	-4	-2	2	-6	-1	0	5	1
Cc1nc(C(=O)Nc2ccc(Cl)cc2Cl)nn1-c1cc(OC(C)C)c(Cl)cc1Cl	0.7	-8	0	-5	1	1	-5	1	4	5
CNC(=O)CS(=O)CC(=O)Nc1cc(OCCOC)c(Cl)cc1Cl (stereo unspecified)	-0.2	1	-2	-3	2	6	-2	0	0	1
COc1ccc(C2CC(=O)C(C=NCCCO)=C(O)C2)cc1 (stereo unspecified)	-0.7	6	-7	8	0	8	-7	1	-52	-36
O=S(=O)(/N=C(/Nc1cccnc1)c1ccccc1)c1ccc(F)cc1F	0.9	-2	0	-1	-1	-3	2	-3	-1	2
O=C(CCCc1ccccc1)c1ccccc1	-0.7	5	6	2	0	-2	-3	0	-7	-4
Cc1nnc2ccc(-c3cccc(NC(=O)c4ccc(Cl)nc4)c3)nn12	-0.8	9	-1	0	-2	27*	-3	-8	-12	-3
O=c1cc(N2CCCCC2)c(-c2ccccc2)nn1Cc1ccc(Cl)cc1	0.7	12	3	1	3	2	2	-4	0	-1
COc1ccc(N2CCN(C(=O)C3(C)CC3(Cl)Cl)CC2)cc1 (stereo unspecified)	-0.4	-11	7	-3	-4	-1	-6	0	3	3
O=C(NCC1CCCO1)c1ccc(NS(=O)(=O)c2ccccc2)cc1 (stereo unspecified)	0.7	-12	-4	3	2	-5	-4	-3	-1	2
Cc1c(O)nc(SCC(=O)Nc2nccs2)n(-c2ccccc2F)c1=O	0.2	-7	5	5	-1	10	2	0	-5	-2
O=C(CNC(=S)N(Cc1ccccc1)Cc1ccccc1F)NCc1ccccc1	0.3	5	1	5	0	-9	2	9.1*	-3	-1
Cc1cccc(/C=N/NC(=O)c2ccc3c(c2)OCCO3)c1O	-12	16	0	-14	4	2	9	-5	-59	-28
Cc1ccc(NC(=S)Nc2nc(CC(=O)Nc3ccccc3)cs2)cc1	-0.5	-6	6	-3	-5	4	1	-1	-3	-7
Cc1ccc(SCC(=O)NCC2CCCO2)cc1 (stereo unspecified)	-0.2	10	-5	5	0	-3	0	2	3	11*
Cc1ccc(SCC(=O)c2ccc(CC(=O)O)s2)cc1	0.0	-18	2	-1	14	-18	-2	4	-22	-3
O=C(c1ccc(CS(=O)c2ccccc2Cl)o1)N1CCN(C2CCCCC2)CC1 (stereo unspecified)	-0.2	11	-2	1	0	0	1	3	2	2
CCN(c1ccccc1)S(=O)(=O)c1ccc(C(=O)N2CCOCC2)cc1	-0.7	18	-9	7	-2	3	-7	-3	0	1
O=C(CS(=O)(=O)c1cn(CC(=O)N2CCOCC2)c2ccccc12)Nc1ccccc1F	-0.7	0	-3	-1	1	5	1	-3	-8	-4
CN1CCN(c2ccc3c(c2)OC[C@@H](Cc2ccccc2)NS3(=O)=O)CC1	0.2	2	6	-4	1	11	5	-5	-1	-1
CN(C)CCCN(C(=O)CCc1ccccc1)c1nc2c(F)cccc2s1	-0.3	-1	0	-2	4	8	1	-1	6	4
c1cnc(NCCNc2ncccn2)nc1	0.0	2	-1	-8	1	1	1	-4	-2	1
COc1ccc(C2CC(=O)c3sc(N)nc3C2)cc1 (stereo unspecified)	0.2	2	-1	-1	3	5	0	-1	5	5
Cc1[nH][nH]c(=O)c1C(c1c(C)[nH][nH]c1=O)c1cn(Cc2cccc3ccccc23)c2ccccc12	-0.3	16	7	6	10	15	-5	2	-7	-7
Cc1cc(C)c2nc(NNC(=O)c3ccc(S(=O)(=O)N4CCc5ccccc5C4)cc3)sc2c1	-1.4	5	5	-6	-3	18	-2	7	-95	-73
O=C(CSCc1cc(=O)[nH][nH]1)Nc1ccc(F)cc1	0.5	-4	6	6	-8	-11	-3	2	0	1
CSc1ccc(/C=C(\C(=O)O)c2ccc(S(=O)(=O)N3CCCC3)s2)cc1	-2.6	4	4	-2	3	-9	3	-36	-105	-79
O=C(NCc1ccc(F)cc1)c1ccc(CNc2c(N3CCOCC3)c(=O)c2=O)cc1	0.2	1	-4	-3	1	8	8	-4	-6	2
CCN(CC(=O)Nc1ccc(NC(C)=O)cc1)C(=O)COc1ccc(C(=O)c2ccccc2)cc1	0.6	5	-1	-1	-1	13	0	1	2	1
Cc1ccccc1S(=O)(=O)N(C)C[C@@H]1OCc2cnnn2CCCC(=O)N([C@H](C)CO)C[C@H]1C	0.5	-2	-6	0	1	-4	-2	-1	2	2
O=C(NCCc1nc2ccccc2[nH]1)/C(=C/c1ccc(F)cc1)NC(=O)c1ccco1	0.3	-2	6	-3	-1	3	1	-1	-7	-3
Cc1cc(C(=O)CSc2nnc(-c3ccco3)o2)c(C)n1CC1COc2ccccc2O1 (stereo unspecified)	-0.4	-3	-4	1	0	10	0	-2	-2	2
O=C(CNC(=O)c1ccccc1)OCN1C(=O)c2ccccc2C1=O	0.0	2	-3	-4	2	4	15*	4	-6	2
CC1=C2NC(N)=[N+](Cc3ccc4c(c3)OCO4)CC2NOC1 (stereo unspecified)	nt	nt	5	7	2	nt	0	-5	-6	-4
Cc1ccnc(NC(=O)c2cccc(NC(=O)Cc3ccccc3)c2)c1	-0.2	-4	5	-9	0	13	-2	-1	0	4
O=C1CC(NS(=O)(=O)c2cc(F)ccc2F)CN1c1cccc(F)c1 (stereo unspecified)	-0.2	-3	-2	5	-1	-15	1	-3	-4	1
CC(=O)Nc1nc2c(ccc3ccccc32)s1	-0.6	-5	-4	-6	1	0	3	-1	-11	3
O=C(Nc1ccc2c(c1)CCC2)c1cc2ccccc2o1	0.5	-4	1	-12	2	4	10	3	-17	-12
CC(C)Cc1nc2oc3c(Cl)ncnc3c2c2c1CCCC2	-0.2	-9	-1	-7	0	-5	-1	1	-3	2
O=C(NCc1ccccc1)OC1CC2CC1[C@H]1CCCCN1C2=O (stereo partly specified)	0.7	8	0	-9	9	21	1	-6	1	4
CS(=O)(=O)c1ccc(-c2cccc(NC(=O)c3ccco3)c2)nn1	-0.3	-4	7	4	-1	12	3	-3	-4	1
CCC(C(=O)N1CCN(c2cccc(Cl)c2)CC1)c1ccccc1 (stereo unspecified)	0.6	3	-4	4	1	12	1	2	1	3

Some of the entries above, reformatted:
SMILES,KLK7 zymogen act,ASAP1 GAP inh,DDE Tn7 FP inh,Tn6 DDE FP,UHRF1 binding,ARFGAP1 inh,MBD2 DNA inh,ADAM17 inh,PLC-beta3 inh,PLC-gamma1 inh
O=C(NCC1CCCO1)c1ccc(NS(=O)(=O)c2ccccc2)cc1 (stereo unspecified),0.7,-12,-4,3,2,-5,-4,-3,-1,2
Cc1c(O)nc(SCC(=O)Nc2nccs2)n(-c2ccccc2F)c1=O,0.2,-7,5,5,-1,10,2,0,-5,-2
O=C(CNC(=S)N(Cc1ccccc1)Cc1ccccc1F)NCc1ccccc1,0.3,5,1,5,0,-9,2,9.1*,-3,-1
